FUS yeast rescue: suppressors of FUS proteinopathy in yeast; S. cerevisiae FUS-expressing, growth rescue, OD600, 24 h; Potency, µM (doses to about 76.6 µM), inactives show at the top dose growth rescue (activation), usual class: activators; hit rate 0.24% among 390,000;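 note: potency is the fitted concentration of half-maximal effect; plate controls were DMSO vehicle for no effect and reference control for full effect; nearly all actives have a fitted effect of over 55% in size; some results filed as inactive show a strong effect at the top dose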
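Yeast expressing FUS under galactose induction, OD 0.005 in 2% galactose medium; compounds in a dilution series, 24 h at 30C. Growth rescue by absorbance at 600 nm; CP55940 positive control, DMSO negative.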
Abeta rescue: compounds reversing amyloid beta toxicity in yeast | hit rate 0.063% among 410,000 | Potency, µM (top dose mostly 46.1 µM), inactives show at the highest dose growth rescue, most hits filed as activators | yeast expressing A-beta42, growth rescue, OD600, 48 h; response scale: 0% DMSO, 100% iron-clioquinol control; note: potency is the fitted concentration of half-maximal effect; nearly all actives have a fitted effect of over 55% in size
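Yeast growth medium received pinned compounds, then yeast cells expressing toxic A-beta were added; plates incubated at 30 C for 48 hr. Growth read as absorbance at 600 nm, normalized to DMSO and equimolar FeCl3 plus clioquinol controls.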
EPAC1 antagonist: antagonists of human EPAC1 | Potency, µM (series often up to 115 µM), without a hit: at the highest dose activity change, negative = inhibition, usual class: inhibitors | EPAC1 GEF assay, Rap1b-BODIPY-GDP exchange fluorescence | O95398 | AID 720709 | hit rate 0.14% among 360,000;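 note: potency is the fitted concentration of half-maximal effect; plate controls were vehicle for no effect and positive control for full effect; nearly all actives have a fitted effect of over 50% in size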
WRN helicase inh: WRN helicase (human) inhibition; Potency, µM (series often up to 114 µM), for the others: at the top dose activity change, negative = inhibition, actives largely listed as inhibitors; hit rate 0.46% among 360,000; WRN helicase unwinding, fluorescent forked duplex, kinetic; Q14191; AID 651768; note: potency is the fitted concentration of half-maximal effect; % is set by controls: 0 for no effect and ±100 for the full control effect; nearly all actives have a fitted effect of over 55% in size
Target sequence (Q14191 whole entry, looked up): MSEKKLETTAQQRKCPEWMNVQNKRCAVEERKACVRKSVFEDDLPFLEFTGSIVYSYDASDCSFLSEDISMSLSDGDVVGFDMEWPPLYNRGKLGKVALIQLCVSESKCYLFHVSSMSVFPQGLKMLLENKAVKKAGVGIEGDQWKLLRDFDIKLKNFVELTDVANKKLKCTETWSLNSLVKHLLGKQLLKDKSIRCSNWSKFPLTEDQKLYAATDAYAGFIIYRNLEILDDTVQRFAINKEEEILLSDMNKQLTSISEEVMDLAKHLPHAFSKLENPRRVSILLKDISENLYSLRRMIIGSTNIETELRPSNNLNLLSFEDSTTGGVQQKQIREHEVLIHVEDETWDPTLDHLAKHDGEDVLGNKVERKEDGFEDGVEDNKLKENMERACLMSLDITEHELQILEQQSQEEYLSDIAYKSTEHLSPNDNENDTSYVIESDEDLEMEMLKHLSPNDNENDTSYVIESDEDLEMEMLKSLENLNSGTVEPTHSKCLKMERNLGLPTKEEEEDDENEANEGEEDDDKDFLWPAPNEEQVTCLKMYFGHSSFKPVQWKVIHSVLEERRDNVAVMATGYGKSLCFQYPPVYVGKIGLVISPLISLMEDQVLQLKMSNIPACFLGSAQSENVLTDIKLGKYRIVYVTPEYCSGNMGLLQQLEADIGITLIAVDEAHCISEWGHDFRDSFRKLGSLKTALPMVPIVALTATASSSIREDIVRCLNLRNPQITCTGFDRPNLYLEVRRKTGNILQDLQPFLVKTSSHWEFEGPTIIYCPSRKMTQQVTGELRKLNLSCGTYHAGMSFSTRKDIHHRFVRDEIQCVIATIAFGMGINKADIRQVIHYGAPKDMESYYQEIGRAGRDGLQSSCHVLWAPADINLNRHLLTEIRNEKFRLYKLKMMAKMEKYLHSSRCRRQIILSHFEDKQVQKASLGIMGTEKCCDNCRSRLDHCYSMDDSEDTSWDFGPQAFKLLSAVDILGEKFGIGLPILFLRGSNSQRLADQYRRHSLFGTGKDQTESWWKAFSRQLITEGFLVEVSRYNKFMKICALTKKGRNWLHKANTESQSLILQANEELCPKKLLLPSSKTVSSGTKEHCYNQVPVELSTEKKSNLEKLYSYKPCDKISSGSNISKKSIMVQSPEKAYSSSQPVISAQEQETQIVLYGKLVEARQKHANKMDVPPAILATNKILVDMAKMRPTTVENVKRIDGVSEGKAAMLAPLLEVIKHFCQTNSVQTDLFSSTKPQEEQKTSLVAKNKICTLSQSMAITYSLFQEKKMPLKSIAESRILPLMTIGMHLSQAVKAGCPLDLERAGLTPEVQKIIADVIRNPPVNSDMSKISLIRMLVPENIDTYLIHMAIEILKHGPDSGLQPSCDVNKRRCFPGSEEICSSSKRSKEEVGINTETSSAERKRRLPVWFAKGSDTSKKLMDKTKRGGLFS
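Enzyme (20 nM final) and test compound sit together 15 min at room temperature before substrate addition. Substrate is a single-forked duplex oligonucleotide (100 nM) labelled with fluorophore and quencher, with 2 mM ATP; helicase unwinding raises red fluorescence, read kinetically.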
PI5P4Ka inh: blocks human PI5P4K alpha kinase activity | AID 652105 | hit rate 1.2% among 330,000 | PI5P4Kalpha enzyme, ADP-Glo luminescence, 60 min; active compounds read low | max response, %; active = max response of -50% or lower; inconclusive = between -30% and -50%; inactive = -30% or higher; note: value at the top dose of about 77 µM; % is set by controls: 0 for no effect and ±100 for the full control effect
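Single end-point luminescence (ADP-Glo) quantified ADP from PI5P4Kalpha turnover; ATP 5 microM final, 1 h at RT, 0.1% CHAPS and 0.28 mM EGTA in HEPES pH 7.4.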
EPAC1 agonist: EPAC1 (human) agonism; O95398; EPAC1 agonist qHTS, biochemical assay; response scale: 100% = response to 6.5 mM cAMP; Potency, µM (titrated, usually from 154 µM), inactives show at the top dose activation, hits mostly activators; hit rate 0.073% among 360,000; note: potency is the fitted concentration of half-maximal effect; nearly all actives have a fitted effect of over 60% in size
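Fluorescent GDP-exchange assay: 100 nM EPAC1 with 250 nM Rap1B preloaded with BODIPY-GDP and 50 uM GDP; compounds tested as concentration series, 5 min at room temperature, then read every 5 min for 30 min (ex 480/em 540 nm); normalized to 6.5 mM cAMP.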
IL2 activator: activators of IL-2; IL-2 activation reporter assay, cell-based qHTS; stimulated with anti-CD3/CD4/CD28 beads; in transgenic mouse T cells; AID 652025; hit rate 0.065% among 360,000; activation, % (series mostly up to about 46 µM); in the data active = activation above about 50%; inconclusive = mostly about 30% to 49%; note: 0% is about no effect
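Using fluorescent plate cytometry, EGFP and DsRed are detected in transgenic mouse T cells stimulated 18 h at 37 degrees C with antibody-coated beads after 60 min compound pretreatment.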
PLK1 PBD inh: blocks phosphopeptide binding to human PLK1 polo-box domain. P53350. Plk1 PBD binding of FITC phosphopeptide, fluorescence polarization. Potency, µM, for the others: max response, negative = inhibition, most hits filed as inhibitors. hit rate 2.8% among 360,000. AID 720504; note: potency is the fitted concentration of half-maximal effect; series mostly up to about 57 µM; % is set by controls: 0 for no effect and ±100 for the full control effect; nearly all actives have a fitted effect of over 65% in size
Starred values were filed as active, the others as inactive; ? = inconclusive; · = not tested or not shown; & = joins results of further samples; [ ] = remark or other dose. Unless noted, calls come from the whole dose curve; as a rule, active = well fitted curve in the direction sought with a large enough effect; inconclusive = small, poorly fitted or top-dose-only effect, or another doubt; inactive = no such curve, though single readings can be large; an effect the other way counts as inactive or inconclusive. The order is random. About 4.1% of those tested had a hit in this group.

[1] CCOc1ccc2c(c1)OC(c1ccc(OC)cc1)(C(F)(F)F)NC2=O (centres undefined)
[2] Cc1noc(C)c1S(=O)(=O)N(C)C[C@@H]1OCc2cn(nn2)CCCC(=O)N([C@@H](C)CO)C[C@H]1C
[3] CCN(CC(=O)Nc1c(F)cccc1F)C(=O)c1ccc(S(=O)(=O)N2CCCCCC2)cc1
[4] CCOc1ccc(-n2c(SCC(=O)Nc3cc(C)on3)nc3c(c2=O)SCC3)cc1
[5] COc1cc(/C=N/N=C2/NC(=O)C(CC(=O)O)S2)ccc1OCc1cccc(Cl)c1 (centres undefined)
[6] Cc1onc(-c2ccccc2Cl)c1C(=O)NCc1nc(-c2ccc(C(F)(F)F)cc2)no1
[7] COC(=O)[C@]1(Cc2ccccc2)N[C@H](CN(C)C(=O)Nc2ccccc2)[C@@H]2C(=O)N(C)C(=O)[C@@H]21
[8] CC(=O)NC(Cc1ccccc1)C(=O)NC1CCN(c2ncccc2[N+](=O)[O-])CC1 (centres undefined)

assay / compound	1	2	3	4	5	6	7	8
FUS yeast rescue	19%	-1%	14%	11%	20%	14%	-5%	-8%
Abeta rescue	0%	-2%	8%	1%	5%	?	4%	1%
EPAC1 antagonist	-22%	-2%	-16%	32%[activator]	19%	-21%	-2%	-14%
WRN helicase inh	-1%	2%	-2%	12%	-19%	-19%	0%	-5%
PI5P4Ka inh	11	0	-6	1	-1	19	-1	3
EPAC1 agonist	-1%	-14%	-5%	3%	2%	-1%	-6%	-5%
IL2 activator	0.9	-3.0	-0.7	-0.5	0.5	-0.4	-0.4	0.1
PLK1 PBD inh	-3%	?	-6%	-9%	-24%	1%	-8%	1%

[9] O=C(Cc1ccc(F)cc1)N[C@@H]1c2ccccc2CC[C@H]1OCc1ccccc1
[10] CCOc1ccc(C(=O)NCC2(c3ccccc3)CCOCC2)cc1
[11] O=C(Cn1cnc2ccccc2c1=O)NCCC(=O)Nc1ccc2c(c1)OCO2
[12] CC(C)c1nnc(NC(=O)CCC(=O)N2CCN(Cc3ccc(F)cc3)CC2)s1
[13] COCCN1CCN(C(=O)C2CCC(=O)N(Cc3ccccc3F)C2)CC1 (centres undefined)
[14] Cc1cccc(CN2CCN(C(=S)Nc3ccccc3)CC2)c1
[15] Cc1c(Cl)c([N+](=O)[O-])nn1CC(=O)NCC1CCCO1 (centres undefined)
[16] CN(C)CCCn1c(SCC(=O)N2CC(=O)Nc3ccccc32)nc2ccccc2c1=O

assay / compound	9	10	11	12	13	14	15	16
FUS yeast rescue	-11%	-18%	4%	-14%	9%	-24%	-17%	0%
Abeta rescue	8%	-9%	-3%	4%	4%	0%	-4%	10%
EPAC1 antagonist	-2%	1%	-1%	-1%	8%	10%	8%	8%
WRN helicase inh	2%	9%	-4%	-3%	-22%	-4%	1%	4%
PI5P4Ka inh	-3	2	0	1	-11	-3	3	-8
EPAC1 agonist	-2%	0%	9%	9%	-2%	4%	2%	9%
IL2 activator	-0.2	0.8	-1.3	-2.5	-0.3	-0.3	-0.8	0.4
PLK1 PBD inh	2%	-1%	-6%	1%	-4%	-1%	-1%	-19%

[17] CC(=O)c1cnc(SCCN2C(=O)c3ccccc3C2=O)nc1C
[18] Cc1cccc(OCCCC(=O)Nc2nnc(C3CCCO3)s2)c1C (centres undefined)
[19] Cc1ccc(NC(=O)c2ccccc2N2C(=O)C3C4C=CC(C5CC45)C3C2=O)cc1C (centres undefined)
[20] Cc1ccc(CNC(=O)NCc2ccccc2)cc1
[21] COc1ccc(C2/C(=C(/O)c3ccc(S(=O)(=O)N4CCOCC4)cc3)C(=O)C(=O)N2CCN2CCOCC2)cc1 (centres undefined)
[22] Cc1[nH]nc2c1C(=O)CC(C)(C)C2
[23] COc1ccccc1-n1cnnc1SC(C)C(=O)Nc1cccc([N+](=O)[O-])c1 (centres undefined)
[24] CCCCOc1ccccc1NC(=O)C=C(C)C

assay / compound	17	18	19	20	21	22	23	24
FUS yeast rescue	-4%	4%	·	19%	28%	-9%	·	19%
Abeta rescue	3%	0%	0%	0%	14%	12%	-4%	1%
EPAC1 antagonist	1%	4%	-4%	-8%	3%	-6%	-10%	-1%
WRN helicase inh	-9%	-5%	?	3%	4%	3%	-22%	-9%
PI5P4Ka inh	1	6	-4	-8	5	4	0	·
EPAC1 agonist	3%	-13%	11%	5%	5%	7%	-7%	4%
IL2 activator	-2.5	0.4	-4.8	-1.4	0.0	0.1	-0.2	-1.9
PLK1 PBD inh	-3%	0%	0%	-1%	-4%	-13%	3%	-12%

[25] Cc1cc(C)c(CN2CCN(C(=O)CC[C@H]3O[C@@H](n4ccc(=O)[nH]c4=O)[C@H](O)[C@@H]3O)CC2)c(C)c1
[26] CCOC(=O)c1oc2ccccc2c1CSc1nnnn1-c1ccc(C)cc1
[27] O=C(Nc1nnc(S(=O)(=O)N2CCCCCC2)s1)c1ccccc1
[28] Cc1ccc(NC(=O)c2ccc3c(c2)C(=O)N(c2cc(C)ccc2C)C3=O)nc1
[29] CCCCn1c(SCC(=O)Nc2nnc(C(C)C)s2)nc2c1c(=O)n(C)c(=O)n2C
[30] C=CCC1(CC=C)CCCN1C(=O)C1CCC(=O)N(CCc2ccccc2)C1 (centres undefined)
[31] Cc1ccc(-n2c(C)nc3c(cnn3-c3ccc(F)cc3)c2=O)cc1
[32] Cc1cccc(-n2ncc3c2CCCC3NC(=O)CCN2CCCO2)c1C (centres undefined)

assay / compound	25	26	27	28	29	30	31	32
FUS yeast rescue	2%	4%	1%&-15%	-2%	11%	23%	-9%	14%
Abeta rescue	-19%	2%	-8%&5%	9%	13%	9%	-2%	2%
EPAC1 antagonist	-9%	0%	-25%	9%	-1%	2%	1%	3%
WRN helicase inh	1%	-14%	0%	14%	-7%	11%	-2%[57.1 µM]	-18%
PI5P4Ka inh	-7	·	1	-3	·	3	1	-6
EPAC1 agonist	-14%	12%	-8%	-5%	1%	-8%	-1%	-30%
IL2 activator	1.5	0.4	1.6	-0.2	0.4	-1.4	-0.2	-1.1
PLK1 PBD inh	-10%	-4%	-7%	1%	1%	9%	-4%	-23%

Results in sequence from above.
Nos. 11–16 in Abeta rescue, in turn: -3%, 4%, 4%, 0%, -4%, 10%
Nos. 11–16 in PI5P4Ka inh, in turn: 0, 1, -11, -3, 3, -8

(next part)
[33] NS(=O)(=O)c1ccc(CCNC(=O)COC(=O)C2CCCN2C(=O)c2cccs2)cc1 (centres undefined)
[34] C/C(=N\NC(=O)c1ccc(O)cc1)c1ccc2c(c1)Nc1ccccc1S2
[35] Cc1cccc(N2CCN(C(=O)C34CC5CC(CC(C5)C3)C4)CC2)c1C
[36] COCOc1cccc(CN2CCC2(C)C(=O)Nc2ccc3c(c2)OCO3)c1 (centres undefined)
[37] Cc1ccsc1C(=O)NC1CCCN(Cc2ccc(Cl)cc2)C1 (centres undefined)
[38] COc1ccc(CN(CC2CCC(C(=O)O)CC2)C(=S)Nc2cc(C)cc(C)c2)cc1 (centres undefined)
[39] CCO[C@H]1OC(C(=O)NCc2ccccc2)=C[C@@H](c2ccc3c(c2)OCO3)[C@@H]1CCCO
[40] O=[N+]([O-])c1ccc(NC2CCCC2)cc1

assay / compound	33	34	35	36	37	38	39	40
FUS yeast rescue	22%	5%	9%	-13%	13%	34%	20%	·
Abeta rescue	3%	?	30%	-14%	11%	0%	-5%	-6%
EPAC1 antagonist	-5%	-15%	-15%	-9%	-12%	-6%	-11%	-3%
WRN helicase inh	5%	-24%	-2%	-5%	-31%	-12%	0%	-3%
PI5P4Ka inh	·	-77*	-1	9	3	2	27	-1
EPAC1 agonist	6%	14%	0%	-2%	-6%	-4%	-12%	3%
IL2 activator	0.0	-1.6	4.1	-0.6	-0.9	-2.8	1.1	-3.7
PLK1 PBD inh	-5%	9%	0%	-3%	-18%	-7%	-6%	-11%

[41] CC(C)NC(=O)Cn1c(SCC(=O)N2c3ccccc3CC2C)nc2ccccc21 (centres undefined)
[42] CCN(CC)Cc1cc(C(C)=O)ccc1O
[43] O=C(CCCCC(=O)NCCCc1ccccc1)NCCCc1ccccc1
[44] CCCCC(=O)NC(NC(=O)CCCC)c1ccc(OCC(C)C)c(OC)c1

assay / compound	41	42	43	44
FUS yeast rescue	31%	-46%	-14%	-12%
Abeta rescue	10%	2%[9.22 µM]	-3%	-1%
EPAC1 antagonist	7%	14%	-5%	-21%
WRN helicase inh	5%	-11%	6%	-8%
PI5P4Ka inh	·	-3	0	5
EPAC1 agonist	9%	3%	-1%	-6%
IL2 activator	-3.0	-2.7	0.7	-0.8
PLK1 PBD inh	0%	-3%	0%	-11%

An excerpt from above in order of heavy-atom count, low to high.
[40] O=[N+]([O-])c1ccc(NC2CCCC2)cc1
[42] CCN(CC)Cc1cc(C(C)=O)ccc1O
[37] Cc1ccsc1C(=O)NC1CCCN(Cc2ccc(Cl)cc2)C1 (centres undefined)
[35] Cc1cccc(N2CCN(C(=O)C34CC5CC(CC(C5)C3)C4)CC2)c1C
[34] C/C(=N\NC(=O)c1ccc(O)cc1)c1ccc2c(c1)Nc1ccccc1S2
[43] O=C(CCCCC(=O)NCCCc1ccccc1)NCCCc1ccccc1
[41] CC(C)NC(=O)Cn1c(SCC(=O)N2c3ccccc3CC2C)nc2ccccc21 (centres undefined)
[33] NS(=O)(=O)c1ccc(CCNC(=O)COC(=O)C2CCCN2C(=O)c2cccs2)cc1 (centres undefined)
[39] CCO[C@H]1OC(C(=O)NCc2ccccc2)=C[C@@H](c2ccc3c(c2)OCO3)[C@@H]1CCCO

assay / compound	40	42	37	35	34	43	41	33	39
FUS yeast rescue	·	-46%	13%	9%	5%	-14%	31%	22%	20%
Abeta rescue	-6%	2%[9.22 µM]	11%	30%	?	-3%	10%	3%	-5%
EPAC1 antagonist	-3%	14%	-12%	-15%	-15%	-5%	7%	-5%	-11%
WRN helicase inh	-3%	-11%	-31%	-2%	-24%	6%	5%	5%	0%
PI5P4Ka inh	-1	-3	3	-1	-77*	0	·	·	27
EPAC1 agonist	3%	3%	-6%	0%	14%	-1%	9%	6%	-12%
IL2 activator	-3.7	-2.7	-0.9	4.1	-1.6	0.7	-3.0	0.0	1.1
PLK1 PBD inh	-11%	-3%	-18%	0%	9%	0%	0%	-5%	-6%

Bioassay records: PubChem BioAssay, National Center for Advancing Translational Sciences (NCATS)
